EWS-Fli inh: EWS/Fli transcriptional activity inhibition. A673 NR0B1-luciferase reporter, viability-normalised. AID 651661. hit rate 0.67% among 350,000. inhibition, % at 12.6 µM;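 active means mean inhibition of at least 50% after viability correction, with every replicate also passing that limit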;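 further: firefly luciferase signal divided by Alamar Blue viability fluorescence both relative to DMSO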
FN deposition inh: fibronectin deposition inhibition; AH1F fibroblasts, Alexa488-fibronectin deposition fluorescence, overnight; inhibition, % at 12.6 µM; hit rate 0.086% among 350,000;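 active means mean inhibition across replicates of 30% or more, regardless of how many single replicates reach that level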;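 further: positive control wells lacked labelled fibronectin entirely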
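Schedule: 1 h cell adhesion before compound, then overnight fibronectin incubation; test system: AH1F fibroblast monolayer depositing Alexa488-labelled fibronectin into matrix; quantity: 10000 AH1F cells per well; probe or stimulus: fluorescent fibronectin at 24 nM final; signal: fluorescence, ex 485 nm, em 525 nm; evaluation: percent inhibition as loss of matrix-bound fibronectin fluorescence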
PGC1a acetyl inh: PGC1a acetylation modulation, inhibitor mode | U2OS PGC1a acetylation, AlphaScreen anti-acetyl-lysine; with virally co-expressed GCN5 acetyltransferase | inhibition, % at 15.6 µM | hit rate 0.17% among 350,000 | AID 651687;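 active means every replicate shows inhibition of at least 40%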;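 further: 0% = neutral control wells and 100% = positive control wells; some results beyond the cut were filed as inactive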
Cneo AK release: causes C. neoformans cell lysis; adenylate kinase release luminescence, 4 h; normalised: neutral wells 0, clomiphene wells 100; hit rate 0.2% among 360,000; lysis activity, % at 15 µM;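 active means mean lysis activity across replicates of at least 80%, whatever share of replicates individually reach that level; inactive means mean lysis activity below 80%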
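Test system: log-phase Cryptococcus neoformans yeast cells. Input: 5 × 10^6 yeast cells/mL. Medium: fresh YPD growth medium. Doses: single dose. Incubation: static 4 h at 37 °C with compound, 1 h detection. Measured by: luminescent adenylate kinase detection reagent. Read-out: signal increase indicating cell lysis. Benchmarks: Clomiphene.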
miR122 inh: blocks miR-122 activity in Huh7 sensor cells. Huh7 miR-122 Renilla luciferase sensor, 48 h; neutral wells = 0, positive control = 100. activation (reporter increase), % at 12.5 µM. hit rate 0.3% among 340,000;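 active means mean replicate activation score at least 90 and every replicate individually at or above 90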;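 further: higher luciferase means less miR-122 activity so hits act as miR-122 inhibitors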
CASP6 VEID inh: caspase-6 (human) enzyme inhibition; inhibition, % at 12.5 µM; purified caspase-6, Z-VEID-R110 cleavage fluorescence; hit rate 0.53% among 350,000;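 active means mean inhibition across replicates at least about 35%, with every replicate also reaching that limit, limit read from the data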;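 further: 0% = median of neutral control wells and 100% = no fluorescence left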
Target sequence (P55212 24-179 limits assumed): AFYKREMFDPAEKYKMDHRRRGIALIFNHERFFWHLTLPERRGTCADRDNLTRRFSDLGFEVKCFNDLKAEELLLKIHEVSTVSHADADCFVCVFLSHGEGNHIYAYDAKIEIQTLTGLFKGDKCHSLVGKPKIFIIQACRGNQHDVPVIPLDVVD
Target sequence (P55212 194-293 limits assumed): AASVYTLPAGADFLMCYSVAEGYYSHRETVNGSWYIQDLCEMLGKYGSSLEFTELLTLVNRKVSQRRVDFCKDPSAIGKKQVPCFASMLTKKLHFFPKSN
PAX8 reporter: inhibitors of PAX8 transcriptional activity in RMG-I cells | inhibition, % at 12.6 µM | AID 652154 | RMG-I TPO-luciferase reporter, SteadyGlo, 24 h | hit rate 1.2% among 360,000;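 active means mean replicate inhibition at least 60% with every replicate also reaching 60%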;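 further: luciferase light reporting Pax8 driven TPO promoter activity; plate controls were median of neutral control wells for no effect and mitoxantrone controls for full effect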
LGR2 antag: blocks bursicon-induced cAMP signaling via Drosophila LGR2; HEK293 LGR2, CRE-luciferase, bursicon-stimulated, 4 h; inhibition, % at 9.99 µM; hit rate 0.35% among 380,000; AID 720647;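 active means drop in luminescence signal, shown as inhibition above about 50% in the replicate tests, limit read from the data, passing the limit was not always enough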;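 further: agonist challenge used bursicon conditioned medium at about half maximal strength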
The depositor's hits bear a star; . = no result given; & = joins results of further samples; [ ] = dose if it differs, or a comment.

SMILES | EWS-Fli inh | FN deposition inh | PGC1a acetyl inh | Cneo AK release | miR122 inh | CASP6 VEID inh | PAX8 reporter | LGR2 antag
Cc1ccsc1C1NC(=O)c2c(sc3c2CCN(C)C3)N1 (configuration not stated) | -38 | 1 | 6 | 3 | 0 | 1 | -36 | -24
CCc1cc2c(=O)c(-c3nc4ccccc4n3C)coc2c(CN2CCC(C)CC2)c1O | -7 | 1 | . | 5 | 7 | . | 4 | 15
C=CC(c1ccccc1)C(C(=O)c1ccccc1)N(C)C (configuration not stated) | 1 | -3 | . | 1 | -10 | -2 | 21 | .
CCCOc1ccc(N2C(=O)CC(SC(=N)N3N=C(c4ccccc4)CC3c3ccccc3)C2=O)cc1 (configuration not stated) | 4 | -12 | 9 | . | . | -2 | -2 | 5
C[C@@H]1CCCCO[C@H](CN(C)S(=O)(=O)c2ccc(F)cc2)[C@@H](C)CN([C@H](C)CO)C(=O)c2cc(NC(=O)C3CCCCC3)ccc2O1 | -4 | 4 | -12 | 2 | -5[16.7 µM] | 0 | -20 | -13
COc1ccc(NC(=O)[C@@H]2CCCN2S(=O)(=O)c2ccc(Cl)cc2)cc1 | 10 | . | 1 | 0 | -1 | -5 | -6 | -3
COc1ccc(CCNC(=O)CSc2nc(C)nc3c2c(=O)n(C)c(=O)n3C)cc1OC | -8 | -3 | . | -7 | . | 2 | -42 | -2
O=C(O)CSc1ncnc2scc(-c3ccccc3)c12 | 4 | 5 | -5 | 0 | 14 | -1 | -14 | 12
C[C@@H]1CCCCO[C@@H](CN(C)C(=O)Nc2ccccc2)[C@@H](C)CN([C@H](C)CO)C(=O)c2cc(NC(=O)Cc3ccccc3)ccc2O1 | 4 | -7 | 16 | 0 | 0[16.7 µM] | 1 | -7 | 8
C[C@@H]1CCCCO[C@H](CN(C)C(=O)Nc2ccc3c(c2)OCO3)[C@@H](C)CN([C@H](C)CO)C(=O)c2cc(NC(=O)Nc3ccc(F)cc3)ccc2O1 | -20 | . | -1 | -2 | -9[16.7 µM] | -3 | -12 | 6
Cc1ccc[n+](C(C)C(=O)c2ccc(-c3ccccc3)cc2)c1 (configuration not stated) | 12 | 4 | -12 | 1 | 4 | -9 | 57 | 9
O=C1NC2=C(C(=O)CCC2)C(c2ccccc2[N+](=O)[O-])N1 (configuration not stated) | -5 | 1 | -6 | . | 2 | 17 | -17 | 0
O=S(=O)(NCCc1ccccn1)c1ccc(-c2ccccn2)s1 | 3 | -4 | -1 | 3 | 48 | 2 | -9 | -20
COc1ccc(CN2CCN(Cc3ccc(C(F)(F)F)cc3)CC2)cc1 | 16 | -7 | . | -1 | . | 1 | 5 | 6
O=C(Nc1ccc2c(c1)OCCO2)C1c2ccccc2OCC(=O)N1Cc1cccnc1 (configuration not stated) | -4 | . | . | . | . | 5 | 3 | 0
CC(C)C[C@@H](CO)NS(=O)(=O)c1c(F)cccc1F | -13 | -3 | . | -1 | -6 | 4 | -29 | -4
C[C@H](CO)N1C[C@H](C)[C@@H](CN(C)C(=O)CN(C)C)Oc2ncc(C#Cc3ccccc3)cc2C1=O | -3 | 0 | 5 | 0 | 1[16.7 µM] | -2 | . | -21
C=CCNC(=O)Nc1ccc(Br)cc1Cl | -4 | -8 | . | . | . | -1 | -25 | -10
Cc1noc(C)c1NC(=O)Nc1ccc2c(c1)C(=O)N([C@H](C)CO)C[C@H](C)[C@@H](CN(C)Cc1ccccc1)OCCCC[C@H](C)O2 | -9 | -3 | 7 | 14 | -1[16.7 µM] | 2 | 6 | 3
O=[N+]([O-])c1cccc(COc2ccc(CO)cc2)c1 | -71 | 0 | . | . | . | 0 | -127 | -60
CCCC(O)C#Cc1cnc2c(c1)C(=O)N([C@H](C)CO)C[C@H](C)[C@H](CN(C)Cc1ccc(F)cc1)O2 (some centres not stated) | -8 | -3 | -11 | . | 3[16.7 µM] | . | -9 | 8
CC(C)NC(=O)N(C)C[C@@H]1OCCCC[C@H](C)Oc2ccc(NS(C)(=O)=O)cc2C(=O)N([C@@H](C)CO)C[C@H]1C | -3 | . | 9 | 2 | 3[16.7 µM] | -2 | -18 | 1
COc1ccc(N2CCN(C(=S)Nc3cccc(C)c3)CC2)cc1 | 7 | . | -3 | 1 | -2 | -1 | . | 3
Cc1nnc(-c2cnn(C)c2N)n1Cc1cccc(Cl)c1 | . | -5 | 3 | 0 | 2 | . | -8 | .
Cc1nc2c(-c3ccc(F)cc3)cnn2c2c1CCC2 | -23 | 4 | . | . | . | 56* | -1 | -46

Following part
SMILES | EWS-Fli inh | FN deposition inh | PGC1a acetyl inh | Cneo AK release | miR122 inh | CASP6 VEID inh | PAX8 reporter | LGR2 antag
COc1ccc(CN(C)C[C@@H]2Oc3ccc(NC(=O)CCC(F)(F)F)cc3CC(=O)N([C@@H](C)CO)C[C@H]2C)cc1 | 2 | . | 9 | -4 | 1[16.7 µM] | -6 | 17 | 16
CC(C)CCN1CCC[C@]2(N[C@H](c3ccc(C(F)(F)F)cc3)[C@@H]3C(=O)N(Cc4ccccc4)C(=O)[C@@H]32)C1=O | 0 | -1 | -9 | 13 | -4 | 3 | -2 | 19
Cc1[nH]nc(Nc2ccc(C(C)C)cc2)c1[N+](=O)[O-] | -130 | -2 | . | -1 | 13 | -1 | -182 | -35
Cc1ccc(-c2csc(NC(=O)CN3CCOCC3)n2)cc1 | -15 | -6 | 0 | -2 | 0 | -1 | 13 | -3
C[C@H]1CN([C@@H](C)CO)C(=O)c2cc(/C=C/c3ccccc3)cnc2O[C@H]1CN(C)C(=O)Nc1ccccc1F | 9 | . | 2 | 4 | -5[16.7 µM] | -1 | 2 | -4
COc1ccc(C(=O)N/C(=C\c2cccc3ccccc23)C(=O)N2CCN(C)CC2)cc1OC | 4 | 12 | 1 | 1 | -7 | -2 | 6 | -6
CC(C)NC(=O)Nc1cccc2c1O[C@H](CN(C)C(=O)NC(C)C)[C@@H](C)CN([C@H](C)CO)C2=O | -9&-7 | -4 | 7&11 | 4&1 | -3[16.7 µM] | -1&0 | -19&4 | 20&3
Cc1ccc(C)c(S(=O)(=O)Nc2ccc3[nH]c(=O)[nH]c3c2)c1 | -9 | -6 | . | 1 | . | 0 | -9 | -8
Cc1noc(C)c1S(=O)(=O)N(C)C[C@@H]1OCCCC[C@H](C)Oc2ccc(NC(=O)CCCN(C)C)cc2C(=O)N([C@H](C)CO)C[C@H]1C | 3 | . | 5 | . | . | 1 | -24 | 23
N#Cc1ccccc1Oc1ccc(S(=O)(=O)N2CCCCC2)cn1 | -25 | 0 | . | -1 | 2 | -1 | -46 | -26
COc1ccc(S(=O)(=O)N(C)C[C@@H]2OCCCC[C@H](C)Oc3ccc(NC(=O)NC4CCCCC4)cc3C(=O)N([C@H](C)CO)C[C@@H]2C)cc1 | 11 | -1 | 2 | -3 | -8[16.7 µM] | -2 | 28 | 11
COc1ccc(C/C(N)=N/OC(=O)c2cccc([N+](=O)[O-])c2)cc1 | -7 | 1 | -3 | 2 | -2 | 3 | 1 | -16
O=C(CSc1nnc(-c2ccccn2)n1Cc1ccco1)Nc1ccc2c(c1)OCO2 | . | . | 1 | 12 | -8 | . | 14 | .
COc1ccc(C(=O)N2CCCN(C)CC2)cc1S(=O)(=O)N1CCCc2ccccc21 | . | -16 | -1 | -2 | 4 | . | . | .
Cc1ccc(NS(=O)(=O)c2ccc(C(=O)NCc3ccc(S(N)(=O)=O)cc3)cc2)cc1 | 7 | 0 | -7 | 1 | 19 | 2 | -6 | 1
COc1ccc(CC(=O)OCC(=O)N2CCCC(C)C2)cc1 (configuration not stated) | 5 | -5 | . | -7 | -2 | -3 | -4 | 7
Cn1c(=O)c2c(ncn2CCC(=O)N/N=C/c2cccnc2)n(C)c1=O | 2 | -2 | 21 | 5 | -4 | -4 | -2 | .
C[C@@H]1CCCCO[C@@H](CN(C)C(=O)CCC(F)(F)F)[C@@H](C)CN([C@H](C)CO)C(=O)c2cc(NS(=O)(=O)c3ccc(F)cc3)ccc2O1 | 5 | -7 | -5 | 7 | 7[16.7 µM] | 3 | -15 | -1
O=C(COC(=O)c1cccc(Br)c1)NCCc1ccccc1 | -1 | 3 | 1 | 0 | 19 | 0 | 25 | 2
O=[N+]([O-])c1ccc(NN=Cc2ccc3c(c2)OCO3)nc1 | -58 | 4 | -6 | -3 | . | -7 | -234 | -59
Cc1cc(N2CC(C(=O)NCc3cccnc3)CC2=O)ccc1C(C)C (configuration not stated) | 12 | 2 | -16 | -8 | -2 | 2 | 8 | 11
O=S(=O)(NC1CCCCC1NS(=O)(=O)c1ccc(F)cc1)c1ccc(F)cc1 (configuration not stated) | . | 1 | -9 | 5 | -1 | . | . | -1
CCOC(=O)Cc1csc(NC(=O)Cc2ccc([N+](=O)[O-])cc2)n1 | 7 | 7 | . | . | . | -3 | -11 | 11
O=c1oc2ccccc2cc1-c1csc(Nc2nc3c(F)cccc3s2)n1 | . | 8 | 17 | . | 2 | . | 1 | 16
O=C(OC1CCOC1=O)c1ccc(N2CCCC2)c([N+](=O)[O-])c1 (configuration not stated) | 2 | 3 | -1 | . | -3 | -1 | -2 | -2

Following part
SMILES | EWS-Fli inh | FN deposition inh | PGC1a acetyl inh | Cneo AK release | miR122 inh | CASP6 VEID inh | PAX8 reporter | LGR2 antag
CCCCCOc1ccc(C(C)(O)C(CN2CCOCC2)c2ccccc2)cc1 (configuration not stated) | 6 | 4 | -5 | 2 | -4 | 10 | 14 | 5
CCOC(=O)CC(NC(=O)Cn1nnc(-c2ccccc2)n1)c1ccc(OC)cc1 (configuration not stated) | -4 | 2 | 7 | 1 | -5 | -2 | 4 | -12
COc1ccccc1C(=O)O/N=C(/C)c1ccc(N2C(=O)C3CCCCC3C2=O)cc1 (configuration not stated) | . | . | -3 | 0 | -4 | -2 | . | .
O=C(NCc1cccnc1)C12CC3CC(CC(Cl)(C3)C1)C2 | 0 | 9 | 3 | -1 | 6 | -88 | -15 | 7
CCNC(=O)[C@@H]1[C@@H](CO)[C@@H]2Cn3c(ccc(C4=CCCCC4)c3=O)[C@@H]2N1C(=O)c1cnccn1 | 4 | . | . | -23 | 24[16.7 µM] | 3 | -20 | 0
COCCN1C(=O)c2oc3cc(C)c(C)cc3c(=O)c2C1c1cccc(O)c1 (configuration not stated) | . | 6 | -17 | -1 | -11 | . | . | .
COc1ccc(OC)c(N(C(=O)c2snc(C(N)=O)c2N)C(C(=O)NCC2CCCO2)c2ccc3ncccc3c2)c1 (configuration not stated) | -1 | 13 | 8 | -1 | 32 | 1 | -6 | -4
CC(CC(=O)O)CC(=O)Nc1nncs1 (configuration not stated) | 4 | -3 | 9 | 2 | -3 | 2 | -10 | 29
CC(=O)c1ccc(N2C(=O)[C@@H]3C(C(=O)CCN4C(=O)c5ccccc5C4=O)=NN[C@@H]3C2=O)cc1 | -30 | 2 | . | . | . | -2 | 5 | -2
CCN(C[C@@H]1[C@@H](c2ccccc2)[C@@H](CO)N1C(C)=O)C(=O)NC1CCCC1 | 22 | 1 | 0 | 1 | 50[16.7 µM] | -3 | 1 | 8

3 entries from above, arranged by the number in LGR2 antag, low to high.
SMILES | PGC1a acetyl inh | miR122 inh | CASP6 VEID inh | LGR2 antag
COc1ccc(OC)c(N(C(=O)c2snc(C(N)=O)c2N)C(C(=O)NCC2CCCO2)c2ccc3ncccc3c2)c1 (configuration not stated) | 8 | 32 | 1 | -4
CC(=O)c1ccc(N2C(=O)[C@@H]3C(C(=O)CCN4C(=O)c5ccccc5C4=O)=NN[C@@H]3C2=O)cc1 | . | . | -2 | -2
CCNC(=O)[C@@H]1[C@@H](CO)[C@@H]2Cn3c(ccc(C4=CCCCC4)c3=O)[C@@H]2N1C(=O)c1cnccn1 | . | 24[16.7 µM] | 3 | 0

From PubChem
